# Source: PubChem (several laboratories)
# Mot1-301 SUMO – yeast Mot1-301 growth rescue at high temperature, primary screen, SUMOylation pathway inhibitor project, S. cerevisiae, ATP luminescence, 38.5C | S. cerevisiae Mot1-301 growth rescue; percent above DMSO median, 100 means doubled | growth rescue, % at 18.8 µM | 320,000 tested, 1% active | AID 2716, 2010;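 active = every valid replicate shows activation above 250% relative to neutral control wells; inactive = the rest, any valid replicate at or below 250%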;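 note: OY570 slx delta 5 strain wells were the positive control but not used for scaling; some compounds called inactive have numbers as strong as hits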
# MITF act – activators of MITF-driven TRPM1 promoter reporter, primary screen, cell-based, SK-MEL-5, luciferase, single point. AID 588334, 2011. activation, % at 12.5 µM. SK-MEL-5 TRPM1-promoter luciferase, 24 h; % of positive control, neutral wells = 0. 300,000 tested, 0.75% active;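 active = mean activation of at least 80% with every replicate also reaching 80%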;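 note: 0% = neutral control wells and 100% = parthenolide positive control wells; values of inactives mirror those of a sister screen read the other way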
# PKA-R1A activ – activators of PKA-R1A holoenzyme, primary screen, biochemical, fluorescence polarization, Cy5-IP20, bovine R1A, mouse PKAc | cAMP-dependent protein kinase type I-alpha regulatory subunit (Bos taurus) + … | PKA-R1A dissociation; scaled: DMSO 0%, 113 µM cGMP 100% | activation, % at 11.4 µM | 340,000 tested, 0.083% active | AID 504707, 2011;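 active = percent activation above the mean of all tested compounds plus 3 SD, cut at about 19% in these data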;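 note: higher means more PKAc released from R1A so a rise in polarization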
# dFosB act – activators of delta FosB homodimer, primary screen, biochemical, fluorescence polarization, TAMRA-CDK5 oligo, single point; Protein FosB (Mus musculus), P13346; purified delta FosB; percent of positive-control signal above neutral wells; activation, % at 25 µM; 340,000 tested, 0.99% active; AID 493131, 2011;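 active = mean activation above about 17%, with every replicate also reaching it, limit read from the data, passing the limit was not always enough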;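 note: fluorescence polarization rise as delta FosB binds a TAMRA Cdk5 AP-1 oligo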
# Target sequence (P13346 whole entry, looked up): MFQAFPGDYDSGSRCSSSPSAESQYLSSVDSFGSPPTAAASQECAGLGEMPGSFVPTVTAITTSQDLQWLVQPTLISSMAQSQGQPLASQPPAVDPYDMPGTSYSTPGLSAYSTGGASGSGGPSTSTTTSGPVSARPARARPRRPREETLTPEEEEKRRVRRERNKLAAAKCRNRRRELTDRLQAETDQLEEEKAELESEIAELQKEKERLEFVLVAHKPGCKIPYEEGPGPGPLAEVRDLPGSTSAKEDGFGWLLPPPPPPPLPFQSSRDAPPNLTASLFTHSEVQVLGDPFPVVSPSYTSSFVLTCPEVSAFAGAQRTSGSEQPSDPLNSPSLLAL
# CDK5 p35 inh – inhibitors of human CDK5/p35 kinase, primary screen, biochemical, single concentration; Cyclin-dependent kinase 5 (Homo sapiens) + Cyclin-dependent kinase 5 activator 1 (Homo …; Recombinant CDK5/p35, ADP-Glo luminescence, 60 min; inhibition, % at 10 µM; 330,000 tested, 0.01% active; AID 488839, 2010;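 active = highest replicate inhibition of at least 50% and at least 75% of replicates reaching 50%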;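 note: plate controls were DMSO neutral control for no effect and GW8510 at 10 µM for full effect; many of its hits are not listed in these tables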
# NSD2 inh – NSD2 histone methyltransferase inhibitors, primary screen, biochemical, AlphaScreen, single concentration, set 2. Histone-lysine N-methyltransferase NSD2 (Homo sapiens), O96028. NSD2 peptide methylation, 120 min. inhibition, % at 12.5 µM. 310,000 tested, 0.54% active. AID 743445, 2014; in the data active = inhibition above about 50%
# SR-BI uptake up – activators of SR-BI mediated DiI-HDL uptake, primary screen, ldlA[mSR-BI] CHO cells, DiI fluorescence | 3 h; 100 = double the neutral-control signal | activation, % at 12.5 µM | 320,000 tested, 0.096% active | AID 504775, 2011;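 active = mean replicate activation of at least 60% and every replicate at or above 60%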;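 note: 0% = median plate neutral-control signal and 100% = twice that signal; values of inactives mirror those of a sister screen read the other way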
#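 Material – SR-BI-overexpressing, LDLR-lacking CHO cells · Medium – BSA-supplemented, HEPES-buffered Ham's F12, pH 7.4 · Doses – single concentration · Times – compound with DiI-HDL co-incubation, 3 h at 37 °C · Measured by – bottom-read fluorescence, 550/595 nm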
# DSG3 Ab inh – inhibitors of pemphigus antibody binding to DSG3, primary screen, biochemical, bead-based, flow cytometry, scFv-GFP; Desmoglein-3 (Homo sapiens), P32926; DSG3-coupled beads, scFv-anti-DSG3-GFP binding; hits give low values; binding (percent of control), % at 10 µM; 310,000 tested, 0.48% active; AID 588358, 2011;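 active = binding more than 3 SD below its plate's average and above zero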;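 note: hits lower antibody fragment binding to DSG3; some compounds called inactive have numbers as strong as hits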
# Arr AP2 block – inhibitors of beta-arrestin/AP2 binding, primary screen, biochemical, GPCR trafficking, flow cytometry. beta-arrestin 1 C-terminal peptide binding to AP2 beta2-adaptin appendage (human). FITC-arrestin peptide / GST-AP2 beads; AP2 beta2 appendage carries R879A mutation. inhibition, % at 10 µM. 340,000 tested, 0.31% active. AID 504490, 2011;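 active = inhibition above a set limit, near 3 SD of compounds lacking own fluorescence, cut at about 54% in these data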;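 note: plate controls were DMSO wells for no effect and 5 µM unlabelled arrestin peptide for full effect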
#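 System: GST-AP2 R879A glutathione beads; medium: PBS, Tween 20 0.05%, BSA 0.1%; reagent: fluorescein-tagged arrestin peptide at 50 nM final; schedule: pre-incubation 12 min, peptide binding 1 h, room temperature; detection: flow cytometry, FL1 (488/535 nm); read-out: inhibition as reduced fluorescein signal on beads, percent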
# PKA-R2B activ – activators of PKA-R2B holoenzyme, primary screen, biochemical, fluorescence polarization, Cy5-IP20, human; PKA-R2B holoenzyme dissociation; R2B truncated from residue 108, S112A mutant; 0% DMSO only, 100% 113 µM cGMP; 340,000 tested, 0.079% active; AID 504700, 2011; activation, % at 11.4 µM; cAMP-dependent protein kinase catalytic subunit beta (Homo sapiens) + cAMP-dependent …;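 active = activation above a cutoff set at the mean over all compounds plus 3 SD, cut at about 18% in these data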;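 note: higher means more holoenzyme dissociation and a rise in polarization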
# SR-BI DiI inh – inhibitors of SR-BI mediated HDL lipid uptake, primary screen, ldlA[mSR-BI] cells, fluorescence, single point | Scavenger receptor class B member 1 (Mus musculus), Q61009 | ldlA[mSR-BI] CHO cells, DiI-HDL uptake fluorescence, 3 h | inhibition, % at 12.5 µM | 320,000 tested, 0.96% active | AID 488896, 2010;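 active = mean replicate inhibition of at least 70% and a set share of replicates each scoring 70 or more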;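 note: 0% = median of neutral control wells and 100% = median of positive control wells; values of inactives mirror those of a sister screen read the other way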
# Target sequence (Q61009 whole entry, looked up): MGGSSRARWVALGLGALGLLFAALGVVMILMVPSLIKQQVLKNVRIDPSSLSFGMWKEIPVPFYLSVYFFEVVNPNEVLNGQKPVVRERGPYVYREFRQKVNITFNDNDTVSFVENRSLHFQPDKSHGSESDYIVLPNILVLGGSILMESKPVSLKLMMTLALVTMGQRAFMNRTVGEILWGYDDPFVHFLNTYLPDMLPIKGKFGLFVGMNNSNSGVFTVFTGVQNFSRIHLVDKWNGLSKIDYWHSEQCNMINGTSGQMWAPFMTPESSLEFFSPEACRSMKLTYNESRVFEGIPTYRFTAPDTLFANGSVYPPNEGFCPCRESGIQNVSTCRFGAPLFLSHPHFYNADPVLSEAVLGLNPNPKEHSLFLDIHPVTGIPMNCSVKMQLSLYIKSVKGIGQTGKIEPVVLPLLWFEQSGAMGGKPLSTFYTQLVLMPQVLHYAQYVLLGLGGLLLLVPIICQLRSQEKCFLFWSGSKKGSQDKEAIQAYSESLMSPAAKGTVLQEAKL
# Starred values were filed as active, the others as inactive; . = not tested or not shown.
SMILES,Mot1-301 SUMO,MITF act,PKA-R1A activ,dFosB act,CDK5 p35 inh,NSD2 inh,SR-BI uptake up,DSG3 Ab inh,Arr AP2 block,PKA-R2B activ,SR-BI DiI inh
N/C(Cc1ccc([N+](=O)[O-])cc1)=N\OC(=O)Cc1ccccc1,-7,-13,3,6,1.2,-34,8,86,12,8,-8
COc1ccc(N2CC(C(=O)NCCc3ccc(Cl)cc3)CC2=O)cc1 (stereo not drawn),138,19,-6,-7,1.3,0,-4,108,-17,5,4
COC(=O)C1=NN[C@H](C(=O)OC(C)(C)C)[C@H]1c1ccccc1,-5,-7,-8,-7,0.8,0,12,103,.,-6,-12
O=C(Nc1ccc2oc(-c3ccccc3)nc2c1)c1cc(-n2cnnc2)ccc1Cl,.,47,-2,6,0.6,6,-68,98,24,3,68
S=c1[nH]nc(-c2ccco2)n1/N=C/c1ccc(Cl)cc1,103,-7,-7,-4,4.3,8,-17,96,32,-13,17
CCN(C(=O)CSc1nnc(Nc2ccccc2)s1)C1CCS(=O)(=O)C1 (stereo not drawn),14,8,3,7,0.4,0,13,97,-10,-5,-13
O=C(Nc1ccccc1)N(C1=NCCC1)c1ccc(OC(F)F)cc1,44,16,-13,-4,1.4,5,-20,104,14,-7,20
CC(OC(=O)c1ccc2c(c1)NC(=O)CS2)C(=O)c1ccc(F)cc1 (stereo not drawn),2,-5,11,-10,0.6,0,-42,90,11,-3,42
COc1cccc(/C=N/NC(=O)CN(C2=NS(=O)(=O)c3ccccc32)c2ccccc2)c1,-10,13,-3,22*,0.5,-1,16,99,.,0,-16
Cc1ccc(Nc2nc3ccccc3n3cnnc23)cc1C,-12,14,-8,-7,-4.2,3,-24,97,-1,0,24
O=C(c1c(F)cccc1F)N1CCCC1,3,-14,13,7,0.3,-5,17,103,11,-3,-17
CCC(c1nnnn1CCOC)N(Cc1cc2c(C)cc(C)cc2[nH]c1=O)CC1CCCO1 (stereo not drawn),-22,-7,-1,-1,0.5,1,-10,102,-2,-5,10
O=S(=O)(Nc1nc2ccccc2nc1NCc1ccco1)c1cccs1,359,11,-14,-2,-0.3,-2,0,.,7,-2,0
Cc1c(-c2ccccc2)sc(Br)c1C(=O)N1CCOCC1,-6,-1,-6,-7,-0.4,-2,-7,96,1,-9,7
O=C(Oc1ccc(C(=S)N2CCOCC2)cc1)c1cccc([N+](=O)[O-])c1,-15,0,3,-6,1.2,1,20,101,18,-1,-20
COc1ccc(C(CC(=O)O)NC(=O)COc2cc(C)ccc2C)cc1OC (stereo not drawn),0,10,.,3,0.3,-1,11,104,-4,.,-11
C[n+]1cn(Cc2cc(Cl)ccc2OC(F)F)c2ccccc21,-7,-4,-7,-1,-0.7,-4,26,113,18,6,-26
CC(=O)Nc1cccc(NC(=O)CSc2nc(=O)n3cccc(C)c3n2)c1,3,-1,13,1,-0.3,-1,-8,102,-3,0,8
CCCOC(=O)c1ccc(NC(=O)C2CCCO2)cc1 (stereo not drawn),63,.,10,0,0.8,3,3,.,-1,-5,-3
CCOC(=O)c1ccc(-n2[nH]c(-c3ccccc3)cc2=O)cc1,64,.,-4,-6,-0.7,.,-5,105,6,-1,5
O=C(Nc1cccc(Cl)c1Cl)c1cc(S(=O)(=O)NCCc2ccccc2)ccc1F,10,9,4,-6,-4.2,-3,-16,83,2,-7,16
COc1cc(C(=O)Nc2cc(S(=O)(=O)N3CCOCC3)ccc2N2CCN(C)CC2)cc(OC)c1OC,.,23,-2,-8,-0.4,-1,16,.,-2,1,-16
O=C(O)c1sccc1Oc1ccc(NS(=O)(=O)c2ccccc2)cc1,11,1,-12,4,0.6,1,13,101,33,1,-13
Cc1ccccc1-c1nnc(SCCOc2ccc3c(C)cc(=O)oc3c2)o1,-4,2,1,5,1.6,-1,-20,99,9,6,20
Cc1cc(C)nc(-n2nc(C)cc2Nc2ccccc2)n1,-2,-13,-5,1,0.1,4,25,102,18,1,-25
# (further entries)
SMILES,Mot1-301 SUMO,MITF act,PKA-R1A activ,dFosB act,CDK5 p35 inh,NSD2 inh,SR-BI uptake up,DSG3 Ab inh,Arr AP2 block,PKA-R2B activ,SR-BI DiI inh
O=C(COC(=O)Cn1cnc2ccccc21)Nc1cccc(S(=O)(=O)N2CCOCC2)c1,8,-5,6,-1,1.4,4,6,97,-5,17,-6
CC(=O)c1ccc(-c2cccs2)s1,-18,47,8,-8,-0.6,-3,1,97,-14,-2,-1
CCOC(=O)N1CCN(C(=O)c2c(-c3c(Cl)cccc3Cl)noc2C)CC1,6,12,-14,-2,-1.1,6,.,98,-6,0,.
O=C(Oc1ccccc1)N1CCN(c2ccc(F)cc2)CC1,170,11,-11,2,0.1,5,-4,95,-6,3,4
CC(CCC(=O)O)C1CCC2C3CCC4C[C@H](O)CCC4(C)C3CC(=O)C12C (stereo partly drawn),16,4,4,-6,-5.0,1,32,108,4,-11,-32
CC(C)CSc1nc2ccccc2[nH]1,16,60,4,1,-3.8,-1,-10,90,7,-11,10
COc1ccc(NC(=O)C2CCN(S(=O)(=O)c3ccc4c(c3)NC(=O)C(C)S4)CC2)cc1 (stereo not drawn),-25,-12,-4,7,-2.0,28,9,.,-13,-4,-9
Cc1cc(N(C)C)ccc1[N+](=O)[O-],11,-6,2,-5,-2.0,-2,-1,104,-2,-5,1
S=C(NCCCc1ccccc1)Nc1ccccc1Cl,28,2,-6,-3,-2.5,-3,-15,96,-6,-6,15
CCOc1ccc(-n2c(SCc3nc(-c4ccc(C)cc4)no3)nnc2-c2ccncc2)cc1,-4,0,3,-16,0.9,0,14,96,15,6,-14
COc1ccc(OC)c(NC(=O)COc2ccc(S(=O)(=O)NC(C)C)cc2)c1,12,1,-6,-4,1.0,-1,-34,99,0,-8,34
O=C1CC(=O)N2N=C(c3ccc([N+](=O)[O-])cc3)SC2=N1,-3,10,4,0,1.3,3,17,82,10,3,-17
COc1cccc(N2C(C(C)=O)=NN(c3ccccc3)C2c2ccc(N3CCOCC3)cc2)c1 (stereo not drawn),-3,21,-12,-5,2.7,-2,-69,106,0,-8,69
O=C(NC(C(=O)N/N=C/c1cccc2ccccc12)c1n[nH]c(=O)c2ccccc12)c1ccccc1 (stereo not drawn),-5,-13,-7,28*,-0.6,-6,18,105,2,7,-18
COc1ccccc1N1CCN(C(=O)Nc2ccc([N+](=O)[O-])cc2)CC1,21,-6,-4,1,-0.6,2,-60,102,24,-6,60
Cc1cc(C)c2nc(NNC(=O)c3ccc(S(=O)(=O)N4CCc5ccccc5C4)cc3)sc2c1,-9,-75,-10,-13,-1.6,.,-133,102,1,-3,133*
CCOC(=O)c1cnc(SC)nc1N1CCCC1,-46,2,-4,1,1.1,-4,-22,107,-6,-1,22
CC(C(=O)Nc1ccc2c(c1)OCCO2)N1CCN(C(=O)c2ccco2)CC1 (stereo not drawn),7,3,-7,-3,0.3,4,7,96,-8,4,-7
Cc1cccc(CCNC(=O)C2CCCN(c3cnccn3)C2)c1 (stereo not drawn),.,-2,6,-6,0.7,-2,14,104,45,2,-14
COc1cc(/C=N/NC(=O)c2ccncc2)ccc1Oc1ccc([N+](=O)[O-])cn1,3,-3,-6,-5,-1.0,-2,-8,95,10,4,8
Cc1ccccc1S(=O)(=O)Nc1nc2ccccc2nc1N1CCOCC1,-25,2,7,3,-1.0,1,5,108,-9,8,-5
Cc1ccc(C(=O)N/N=C/c2c[nH]c3ccccc23)o1,-16,-3,3,-3,0.3,9,0,.,-1,10,0
C=C(C)C1CC=C(C)/C(=N/NC(=O)CNc2ccc(OCC)cc2)C1 (stereo not drawn),25,3,-12,-5,1.4,-3,23,106,6,-7,-23
COC(=O)c1ccc(NC(=S)NC2CCCCC2C)cc1 (stereo not drawn),-14,9,0,-8,1.1,-4,14,125,5,6,-14
O=C(Nc1cccnc1)c1ccc2c(c1)OCO2,-13,.,-3,-5,-2.7,-1,15,.,-6,-6,-15
# The list goes on.
SMILES,Mot1-301 SUMO,MITF act,PKA-R1A activ,dFosB act,CDK5 p35 inh,NSD2 inh,SR-BI uptake up,DSG3 Ab inh,Arr AP2 block,PKA-R2B activ,SR-BI DiI inh
O=C(OCc1nc2scc(-c3ccccc3)c2c(=O)[nH]1)c1cc([N+](=O)[O-])ccc1Cl,132,0,-4,0,1.3,0,-1,.,0,2,1
CCC1(c2ccc(F)cc2)NC(=O)N(CC(=O)N2CCN(C(=O)c3ccco3)CC2)C1=O (stereo not drawn),9,-14,2,-6,-0.4,0,24,90,-8,-6,-24
CN1OC[C@@H]2CN(C(=O)CCc3ccccc3)[C@H](c3cccc(-c4ccccc4)c3)C[C@@H]21,.,-1,-3,-19,-1.5,.,7,99,4,6,-7
Cn1c(=O)c(=O)n(C)c2cc(S(=O)(=O)CCC(=O)Nc3cccc(C(F)(F)F)c3)ccc21,4,5,3,21*,.,1,8,98,10,-8,-8
Cn1c(/C=C/c2ccc(Cl)cc2Cl)c([N+](=O)[O-])c(=O)n(C)c1=O,20,.,-8,0,0.0,2,22,94,-6,-5,-22
Clc1ccc(COc2ccccn2)cc1Cl,21,-7,-4,6,0.6,0,0,108,-3,-2,0
CC(=O)N(C)c1ccc(NC(=O)C(F)(F)F)cc1,-13,-11,7,2,0.1,18,27,94,-1,4,-27
